Screening data as filed in PubChem.
ANO1 activ – activators or potentiators of mouse TMEM16A chloride channel; Q8BHY3; HEK293 TMEM16A/YFP-H148Q/I152L, iodide quench fluorescence; hits give low values; B-score at 10 µM; actives 0.3% (n = 340,000); AID 623877;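 active means fluorescence-ratio B-score plate-corrected deviation score at least 3 library SD below zero, with starting fluorescence score within 5 deviations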;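 further: channel opened by trigger with iodide after compound preincubation; score built on the fluorescence ratio of max minus min over baseline; more negative score means more quench and so TMEM16A activation or potentiation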
Target sequence (Q8BHY3 whole entry, looked up): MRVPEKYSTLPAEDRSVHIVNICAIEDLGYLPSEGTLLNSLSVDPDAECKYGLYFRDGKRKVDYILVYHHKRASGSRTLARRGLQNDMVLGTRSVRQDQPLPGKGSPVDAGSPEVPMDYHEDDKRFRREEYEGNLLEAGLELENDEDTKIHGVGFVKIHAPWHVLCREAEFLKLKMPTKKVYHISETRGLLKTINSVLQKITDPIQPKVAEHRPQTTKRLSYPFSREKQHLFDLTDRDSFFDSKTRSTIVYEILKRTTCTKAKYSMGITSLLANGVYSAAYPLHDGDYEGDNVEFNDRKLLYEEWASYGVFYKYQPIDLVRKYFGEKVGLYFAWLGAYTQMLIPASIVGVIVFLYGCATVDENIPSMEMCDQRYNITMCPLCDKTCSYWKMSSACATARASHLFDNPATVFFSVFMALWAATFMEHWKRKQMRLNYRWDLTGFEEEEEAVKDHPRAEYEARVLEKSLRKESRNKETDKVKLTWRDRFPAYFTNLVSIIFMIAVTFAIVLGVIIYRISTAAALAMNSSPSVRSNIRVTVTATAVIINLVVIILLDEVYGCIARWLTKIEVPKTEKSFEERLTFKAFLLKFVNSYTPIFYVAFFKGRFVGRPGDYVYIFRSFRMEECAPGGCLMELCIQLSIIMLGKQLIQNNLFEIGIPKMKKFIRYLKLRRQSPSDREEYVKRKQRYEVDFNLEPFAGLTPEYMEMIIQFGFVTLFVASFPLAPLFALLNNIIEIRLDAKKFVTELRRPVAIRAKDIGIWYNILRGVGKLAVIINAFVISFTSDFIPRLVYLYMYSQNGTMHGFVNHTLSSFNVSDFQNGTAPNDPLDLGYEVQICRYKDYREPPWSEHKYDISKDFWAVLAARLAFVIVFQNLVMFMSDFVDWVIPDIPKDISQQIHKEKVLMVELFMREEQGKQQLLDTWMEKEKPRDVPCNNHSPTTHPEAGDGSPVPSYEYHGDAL
KCNQ1 block – human KCNQ1 channel inhibition; B-score at 10 µM; actives 1.3% (n = 310,000); CHO-K1 KCNQ1, FluxOR thallium flux fluorescence; hits give high values; P51787; AID 2642;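 active means compounds whose thallium flux B-score, printed positive for inhibition, exceeds three library SD while starting fluorescence stays within three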;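 further: channel opened by potassium depolarization with thallium stimulus after 20 min compound exposure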
HDAC3 inhib – inhibitors of human histone deacetylase 3 | O15379 | recombinant HDAC3, fluorogenic peptide/trypsin coupled, fluorescence | inhibition, % at 8.3 µM | actives 0.15% (n = 320,000) | AID 2718; in the data active means inhibition above about 26%, passing the limit was not always enough
ANO1 block – blocks the mouse calcium-activated chloride channel TMEM16A. Q8BHY3. HEK293 TMEM16A/YFP iodide influx fluorescence, ionomycin. normalized B-score (activity score, 25-100; higher = stronger inhibition) at 10 µM. actives 1.2% (n = 310,000). AID 588511;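 active means ratio plate-corrected score three or more library SD toward inhibition, starting fluorescence score within five deviations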;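 further: score derived from kinetic fluorescence span divided by baseline fluorescence per well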
KCNK9 block – inhibitors of human KCNK9 two-pore domain potassium channel. Q9NPC2. HEK293 KCNK9, FluxOR thallium flux fluorescence; hits give low values. B-score at 10 µM. actives 1.2% (n = 310,000);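 active means ratio B-score over 3 SD below the library mean, with starting fluorescence within 5 SD of its mean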;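 further: negative B-score means less thallium flux so channel inhibition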
TRPC4 agonist – TRPC4 (mouse) channel activation. HEK293 TRPC4beta/mu-opioid, Fluo4 calcium fluorescence; hits give high values. B-score at 10 µM. actives 0.49% (n = 310,000). AID 2237;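 active means B-score above 5 SD of library B-scores, and initial fluorescence ratio not above library mean plus 5 SD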;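 further: positive B-score marks a calcium rise read as TRPC4 activation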
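Assay system: HEK293 stable line with TRPC4beta plus mu-opioid receptor. Times: dye 45 min RT, read 110 s. Measured by: kinetic Fluo4 calcium fluorescence. Measure: B score of integrated ratio. Controls: assay buffer as low control, maximal DAMGO as high control.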
hERG protect – hERG (human) protection from proarrhythmic block; CHO-hERG, FluxOR thallium flux, dofetilide IC70 present; AID 1511; actives 0.51% (n = 310,000); activation (rescue from dofetilide block), less the hit threshold, % at 10 µM;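 active means activation above the mean of controls blocked by dofetilide plus 5 SD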;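 further: thallium influx through hERG after potassium depolarization seen as dye fluorescence rise; in these data hits start at about 4.7%; inactives centre near -7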
KCNK3 block – human KCNK3 channel inhibition, primary screen; O14649; CHO-KCNK3 thallium flux, FluxOR fluorescence; hits give low values; B-score at 10 µM; actives 0.84% (n = 340,000); AID 602410;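 active means B-score under library mean minus 4 SD, starting fluorescence ratio at most library mean plus 5 SD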;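 further: more negative B-score means stronger inhibition of thallium flux through KCNK3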
TRPC4 PAM – TRPC4 (mouse) allosteric potentiation; Q9QUQ5; HEK293 TRPC4beta/mu-opioid, DAMGO EC20, Fluo-4 Ca2+ flux; hits give high values; B-score at 10 µM; actives 0.42% (n = 310,000);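 active means B-score of calcium response area above 5 SD of library B-scores, with initial fluorescence ratio within 5 SD of library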;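 further: B-score of integrated fluorescence ratio over time as area under calcium response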
DYRK1A inh – blocks rat Dyrk1A kinase activity. ADP-Glo luminescence, NFATc1 peptide. inhibition, % at 12.5 µM. actives 0.43% (n = 310,000); in the data active means inhibition above about 50%;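 further: plate controls were vehicle with enzyme for no effect and no enzyme for full effect; many of its hits are not listed in these tables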
KCNQ1 pot – human KCNQ1 channel potentiation or activation | P51787 | CHO-K1 KCNQ1, thallium flux FluxOR fluorescence; hits give high values | B-score at 10 µM | actives 0.35% (n = 310,000);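 active means fluorescence ratio B-score, a plate-corrected score, at least three library SD, with initial intensity B-score within 5 SD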
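Medium – assay buffer, equal DMSO in all wells · Material – CHO-K1 cell line with stable KCNQ1 potassium channel expression · Signal – kinetic FluxOR thallium fluorescence, 10-s 1-Hz baseline, 110-s post-stimulus read · Compound – single concentration per compound, DMSO matched to controls · Schedule – 37 °C overnight plating, 90-min dark dye load, 20-min compound pretreatment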
* hit, by the source's call; i = inactive; nt = no result given; & = joins results of further samples. Only part of the results is shown (hit frequency here may not be typical).

Values run as follows: KCNQ1 block, hERG protect, DYRK1A inh, TRPC4 agonist, TRPC4 PAM, KCNQ1 pot, ANO1 block, ANO1 activ, KCNK9 block, HDAC3 inhib, KCNK3 block
[1] COC(=O)C1=C(c2ccc(S(C)(=O)=O)cc2)C[C@@H]2CC[C@H]1N2C(=O)NCc1ccccc1
    i, -6, 6, i, i, i, i, i, i, 1, i
[2] Cc1ccc(CC(=O)N2CCN(C)CC2)cc1
    i, -13, -1, i, i, i, i, i, i, 3, i
[3] CCOP(=O)(OCC)C(O)c1ccc(Br)cc1 (centres undefined)
    i, -2, -1, i, i, i, i, i, i, 13, i
[4] CCOP(=O)(OCC)C(NC(=O)CN1C(=O)c2ccccc2S1(=O)=O)C(Cl)(Cl)Cl (centres undefined)
    i, -10, 0, i, i, i, i, i, i, 0, i
[5] Cn1cc(C(=O)NC2CC2)c2ccccc21
    i, -4, -2, i, i, i, i, i, i, 3, i
[6] CC(C)OP(=O)(O)NC(=O)c1ccccc1
    i, -1, 1, i, i, i, i, i, i, 3, i
[7] CON(C)C(=O)Nc1ccc(Cl)cc1
    i, -14, 1, i, i, i, i, i, i, 1, i
[8] c1ccc(C2CC2)c(OCC2=NCCN2)c1
    nt, nt, 10, nt, nt, nt, i, i, nt, 0, i
[9] O=C(COc1ccc(Br)cc1)N1CCN(Cc2c[nH]c3ccccc23)CC1
    i, -12, -5, i, i, i, i, i, i, -4, i
[10] O=C(c1cc2ccccn2n1)N1CCC2(CC1)OCCO2
    i, -5, -3, i, i, i, i, i, i, 2, i
[11] Cc1[nH]c2ccccc2c1CCNCc1cccnc1
    i, -3, nt, i, i, i, i, i, i, -1, i
[12] Fc1ccccc1CN1CCN(c2ccc(Cl)cc2)CC1
    i, -6, -3, i, i, i, i, i, i, 5, i
[13] CCc1cc(=O)oc2c(C)c(OCC(=O)N3C[C@H]4C[C@@H](C3)c3cccc(=O)n3C4)ccc12
    i, -9, 1, i, i, i, i, i, i, -3, i
[14] COC(=O)C(O)(c1ccc(NC(=O)c2cccs2)c(C)c1)C(F)(F)F (centres undefined)
    i, -6, 8, i, i, i, i, i, i, 8, i
[15] CCCCn1c(=O)c(C(=O)NCCc2ccccc2)c(O)c2ccccc21
    7*, -6, -5, i, i, i, i, i, i, -5, i
[16] CCOC(=O)C1=C(NC(=S)NC(=O)c2ccccc2)c2ccccc2CC12CCCC2
    i, -15, -14, i, i, i, nt, i, i, nt, i
[17] CC1=CC(=C2C(=O)NC(=S)NC2=O)C=C(C(F)(F)F)N1CCc1ccccc1
    i, -13, nt, i, i, i, i, nt, i, -5, nt
[18] Cc1cccc(NC2=NCCCS2)c1C
    i, -3, -13, i, i, i, i, i, i, -2, i
[19] O=C1NC(=O)N(Cc2ccccc2)C(=O)/C1=C/N1CCCc2ccccc21
    i, -3, -2, i, i, i, i, i, i, -1, i
[20] O=C(Cc1ccccc1)OCCN1CCOCC1
    i, -2, -5, i, i, i, i, i, i, 1, i
[21] CNCCCc1ccccc1
    i, 6.5*, -9, i, i, i, i, i, i, -2, i
[22] COC(=O)c1c(C)[nH]c(C(=O)C(Cc2ccccc2)N(C)C)c1C (centres undefined)
    i, -10, 2, i, i, i, i, nt, i, 5, i
[23] COc1ccc(N/N=C/c2c(O)n(-c3ccc(C)c(C)c3)c(=O)[nH]c2=O)cc1
    i, -6, -2, i, i, i, i, i, i, 3, i
[24] CCc1nc2ccccc2c(=O)n1-c1ccc2ccccc2c1
    i, -13, 0, i, i, i, i, i, i, 1, i
[25] S=C=Nc1cccc(C2(N3CCCCC3)CCCCC2)c1
    nt, nt, -4, nt, nt, nt, i, i, nt, -7, i
[26] O=C(c1ccc2c(c1)ncn2-c1ccc(F)cc1F)N1CCC2(CC1)OCCO2
    i, -9, 1, i, i, i, i, i, i, 5, i
[27] C#CC[N+]1(C)C2CCC1CC(O)C2 (centres undefined)
    i, -8, -4, i, i, i, i, i, i, -2, i
[28] CC(C(N)=O)N1CC(c2ccccc2)CC1=O (centres undefined)
    i, -4, -5, i, i, i, i, i, i, 0, i
[29] CN1CC(C(=O)c2ccccc2)C(c2ccccc2)C1 (centres undefined)
    i, -1, -4, i, i, i, i, i, i, -2, i
[30] O=C1/C(=C/c2ccccc2Cl)N2CCC1CC2
    i, -10, -1, i, i, i, i, i, i, -11, i
[31] O=c1c2ccccc2nc(CSc2ncnc3nc[nH]c23)n1-c1ccccc1
    i, -4, -1, i, i, i, i, i, i, 13, i
[32] CCn1c(O)c(C=Nc2ccc(N3CCOCC3)cc2)c(=O)n(CC)c1=S
    7*, -19, 6, i, i, i, i, i, i, -3, i
[33] C/C(=N\N(C)c1ccccc1)c1c(O)[nH]c(=O)[nH]c1=O
    i, -6, 4, i, i, i, i, i, i, -3, i
[34] c1ccc2sc(C3CCNCC3)nc2c1
    i, -6, 11, i, i, i, i, nt, i, -3, i
[35] Cc1ccsc1C(=O)C1CCCN(Cc2cnc(N3CCOCC3)s2)C1 (centres undefined)
    i, -3, -1, i, i, i, i, i, i, -2, i
[36] O=C(c1ccc(Cl)cc1)C1CCCN(Cc2cccc3cnccc23)C1 (centres undefined)
    i, -26, 4, i, i, i, i, i, i, -4, i
[37] COc1ccc(CCNCc2sccc2C)cc1
    i, -7, -1, i, i, i, i, i, i, -5, i
[38] COc1ccc(C2NCc3ccccc3-n3cccc32)cc1 (centres undefined)
    i, -11, 9, i, i, i, i, i, i, 1, i
[39] COc1cc(/C=C/C(=O)c2c(O)n(CCc3ccccc3)c(=O)[nH]c2=O)ccc1O
    i, -8, 1, i, i, i, i, i, i, 1, i
[40] Cc1ccc2c(c1)N(N=O)CCC2
    i, -8, -1, i, i, i, i, i, i, -8, i
[41] Nc1cncc(C(=O)O)c1
    i, 1&-11, -6, i, i, i, i, i, i, -3&-10, i
[42] CCC(=O)OC1(c2cccc(C)c2)CC(C)N(C)CC1C (centres undefined)
    i, -8, 7, 68*, i, i, i, i, i, -10, i
[43] O=C(c1cccn2c(=O)c3cc(Cl)ccc3nc12)N1CCC2(CC1)OCCO2
    i, -13, 2, i, i, i, i, i, i, -11, i
[44] c1ccc(P(c2ccccn2)c2ccccn2)cc1
    i, -8, -2, i, i, i, i, i, i, nt, i
[45] COc1ccc(NC(=O)c2c(C)nn(Cc3ccccc3Cl)c2Cl)cc1Cl
    i, -5, 2, i, i, i, i, i, i, -4, i
[46] Nc1c(C(=O)OC2CCCCC2)c2nc3ccccc3nc2n1CC1CCCO1 (centres undefined)
    i, -14, 4, i, i, i, 100*, i, i, -116, i
[47] O=C(C1CC(c2ccc(Cl)c(Cl)c2)=NO1)N1CCC2(CC1)OCCO2 (centres undefined)
    i, -2, -11, i, i, i, i, i, i, -1, i
[48] NC(=O)Cn1cc(C=C2C(=O)NC(=O)NC2=O)c2ccccc21
    i, -32, 1, i, i, i, i, i, i, 1, i
[49] O=c1[nH]c(=O)n(-c2ccc(Cl)cc2)c(O)c1C=NCCN1CCCCC1
    i, -3, -5, i, i, i, i, i, i, -3, i
[50] CC(C(=O)Nc1ccc(Cl)cc1Cl)N1CC=C(c2ccccc2)CC1 (centres undefined)
    i, -8, 1, i, i, i, i, i, i, -3, i
[51] Cc1ccc2c(CN3CC=C(c4ccccc4)CC3)cc(=O)oc2c1C
    i, -13, 1, i, i, i, i, i, i, 3, i
[52] Cc1cccc(-n2c(C)nc3ccc(Cl)cc3c2=O)c1
    i, -6, 9, i, i, i, i, i, i, -5, i
[53] Cc1ccc2c(c1)C1CN(C)CCC1N2C(=O)/C(C#N)=C/c1ccc2c(c1)OCO2 (centres undefined)
    i, -7, -3, i, i, i, i, i, i, 11, i
[54] N#CC(C#N)=Cc1ccc(O)c(O)c1
    nt, nt, 47, nt, nt, nt, i, i, nt, 16, i
[55] O=C(NCc1ccc(C(=O)N2CCC3(CC2)OCCO3)cc1)c1ccc2c(c1)OCO2
    i, -9, -3, i, i, i, i, i, i, -3, i
[56] CCN1CCN(CC(c2ccccc2)c2ccccc2)CC1
    i, -4, nt, i, i, i, i, i, i, 1, i
[57] Cc1cccc(C)c1OC(=O)Cc1ccccc1
    i, -10, 2, i, i, i, i, i, i, 11, i
[58] COc1ccc(C2CN(C)CC2C(=O)c2ccc(F)cc2)cc1Cl (centres undefined)
    i, -14, -3, i, i, i, i, i, i, -4, i
[59] O=C(CN1CC(c2ccccc2)CC1=O)Nc1cccc(F)c1 (centres undefined)
    i, -11, 13, i, i, i, i, i, i, 4, i
[60] CCCNC(=O)N1C2CCC1CC(O)(c1cccnc1)C2 (centres undefined)
    i, -7, 2, i, i, i, i, i, i, -1, i

Further compounds follow.
Values run as follows: KCNQ1 block, hERG protect, DYRK1A inh, TRPC4 agonist, TRPC4 PAM, KCNQ1 pot, ANO1 block, ANO1 activ, KCNK9 block, HDAC3 inhib, KCNK3 block
[61] CCCC(=O)N(C)C1=Nc2ccc(Cl)cc2C(c2ccccc2)=[N+]([O-])C1
    i, -2, -1, i, i, i, i, i, i, 16, i
[62] O=c1c2ccccc2nc(-c2ccccc2)n1-c1ccccc1
    i, -6, 5, i, i, i, i, i, i, -1, i
[63] C=CCN1C[C@@H](C)N(C(c2ccc(C(=O)N(CC)CC)cc2)c2cccc(OC)c2)C[C@@H]1C (some centres undefined)
    nt, nt, 8, nt, nt, nt, i, i, nt, 2, i
[64] S=C1NC2(CCCCC2)NC12CCCCC2
    i, -9, 1, i, i, i, i, i, i, -4, i
[65] COc1ccc(OC)c(CN2CCN(C(=O)Cc3ccccc3)CC2)c1
    i, -3, -3, i, i, i, i, i, i, -2, i
[66] O=C(Cc1ccccc1)OC(COCc1ccccc1)CN1CCOCC1 (centres undefined)
    i, -4, 0, i, i, i, i, i, i, -2, i
[67] N#CC1(c2ccccc2)CCN(C2CC(=O)N(c3cccc(F)c3)C2=O)CC1 (centres undefined)
    i, -9, 6, i, i, i, i, i, i, -2, i
[68] CCOP(=O)(OCC)C(O)c1ccc(N(C)C)cc1 (centres undefined)
    i, -9, 2, i, i, i, i, i, i, -2, i
[69] CCOc1ccccc1OCC(=O)Nc1ccc(Cl)cc1C(=O)c1ccccc1
    6*, -6, 7, i, i, i, i, i, i, 5, i
